# Compound activity: PubChem, Southern Research Specialized Biocontainment Screening Center
# PhoP GFP inhibition: Inhibition of PhoP regulon, Salmonella typhi GFP reporter cells, confirmation, 4 h (AID 1850). one-dose inhibition, % at 50 µM; IC50 in µM for titrated hits. Salmonella Typhi PhoP-promoter GFP reporter, fluorescence, 4 h; higher % means a stronger effect. 310,000 compounds, 0.33% hits; in the data active means a potency from the dose series; inconclusive means inhibition mostly from about 25% at the one dose, without a potency; inactive means the rest, 99 in 100 with inhibition below about 19%;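 further: 0% = induced wells with vehicle and 100% = uninduced wells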
# M. tuberculosis HTS: M. tuberculosis growth inhibition, HTS (AID 449762); M. tuberculosis H37Rv growth inhibition, 7H9 media; higher % means a stronger effect; inhibition, % at 25 µM, or IC50 in µM where a hit was titrated; 330,000 compounds, 0.59% hits; in the data active means a potency from the dose series; inconclusive means inhibition above about 70% without an active follow-up result;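 further: bacterial growth assessed after seven days of incubation; strong numbers were not always called active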
# H1N1 NS1A inhibition: H1N1 influenza NS1A inhibitors, functional cell based assay (AID 504329); 340,000 compounds, 0.3% hits; NS1A functional cell-based assay, percent inhibition; higher % means a stronger effect; inhibition, % at 12.5 µM; hits with a dose series show IC50 in µM; in the data active means a potency from the dose series; inconclusive means inhibition above about 27% without an active follow-up result; further: strong numbers were not always called active
# inhibitors of VEEV: inhibitors of VEEV TC-83 cytopathic effect, confirmation, Vero cells (AID 588727); Vero cells, VEEV TC-83 cytopathic effect inhibition; higher % means a stronger effect; inhibition, % at 20 µM; hits with a dose series show IC50 in µM; 350,000 compounds, 0.13% hits; in the data active means a potency from the dose series; inconclusive means inhibition mostly from about 14% at the one dose, without a potency; inactive means the rest, 99 in 100 with inhibition below about 12%; further: strong numbers were not always called active
# tuberculosis growth: growth inhibition of non-replicating M. tuberculosis (AID 488890); 320,000 compounds, 0.39% hits; Mycobacterium tuberculosis non-replicating, growth inhibition; higher % means a stronger effect; inhibition, % at 25 µM; hits with a dose series show IC50 in µM; in the data active means a potency from the dose series; inconclusive means inhibition mostly from about 82% at the one dose, without a potency; inactive means the rest, 99 in 100 with inhibition below about 76%;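 further: plate controls were DMSO cells for no effect and high antibiotic wells for full effect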
# * hit, by the source's call; i = inactive; ? = inconclusive; nt = no result given.
SMILES,PhoP GFP inhibition,M. tuberculosis HTS,H1N1 NS1A inhibition,inhibitors of VEEV,tuberculosis growth
COc1ccc(N2CCN(c3cc(C)nc4ccc(OC)cc34)CC2)cc1,-20%,?,21%,2.1%,50%
Cc1cc(C)n(CC(O)Cn2c(C)c(C)c3ccccc32)n1 (stereo unspecified),3%,7%,-5%,i,28%
CCN(CC(=O)NCc1ccc(Cl)cc1)C(=O)Cc1ccccc1[N+](=O)[O-],-9%,-1%,2%,1.3%,-11%
CCN(CC)C(=O)CSc1nnc(-c2cc(-c3ccc(Cl)cc3)nc3ccccc23)o1,-3%,7%,1%,0.6%,-1%
CC1(C)C(=O)Nc2ccccc2N1C(=O)COC(=O)c1cc(Cl)cc(Cl)c1,nt,-6%,-1%,8.3%,38%
COc1ccc(CCNC(=O)C2CC3Cn4c(nc5cc(C)c(C)cc54)C3N2C)cc1 (stereo unspecified),2%,-9%,0%,0.4%,19%
O=C(O)C1Cc2ccccc2CN1S(=O)(=O)c1ccc(Cl)cc1 (stereo unspecified),-4%,0%,-4%,i,16%
O=C(O)c1cc(O)c2c(c1)C(=O)c1cccc(O)c1C2=O,-16%,?,2%,i,60%
CCSc1nc2ccccc2n1C(=O)/C=C/c1ccc(OC)c(OC)c1,3%,9%,-3%,10µM*,59%
COc1ccc(CC(=O)Nc2ccc(/C(C)=N/NC(=O)c3ccc(OC)cc3OC)cc2)cc1,-7%,4%,-3%,2.2%,-11%
CCc1ccc(C(=O)C[n+]2cccc3cc(OC)ccc32)cc1,17%,8%,-7%,i,14%
Cc1cccn2c(=O)c3cc(C(=O)NC4CCCC4)sc3nc12,-1%,0%,19%,9.4%,4%
O=C(OCC(=O)N1c2ccccc2Sc2ccccc21)c1cccnc1,-3%,12%,-3%,2.2%,-5%
O=S(=O)(Nc1ccc(N2CCOCC2)cc1)c1ccccc1,2%,6%,1%,4.6%,-9%
O=C1C=C(N2CCN(C(=O)c3ccccc3)CC2)C2(CCCCC2)O1,-25%,8%,-14%,i,1%
CC(=O)N=c1c(C#N)cc2c(=O)n3ccccc3nc2n1Cc1ccccc1,-8%,-3%,-6%,2.4%,-17%
O=C(O)CCCCCNC(=O)c1cccc(Br)c1,-7%,-14%,-18%,i,-5%
CCOP(=O)(c1ccc(N(C)C)cc1)C(O)c1cccnc1 (stereo unspecified),0%,-1%,-1%,0.2%,-8%
CCCCCC(=O)Oc1cccc(N2C(=O)C3CCCCC3C2=O)c1 (stereo unspecified),-8%,2%,0%,0.2%,-11%
O=S(=O)(c1ccc(Cl)s1)N1CCN(c2ncccn2)CC1,7%,-6%,-5%,2.0%,15%
Cc1ccc(-c2nn3c(C)nnc3c3ccccc23)cc1S(=O)(=O)NCc1ccco1,-6%,8%,-7%,26%,7%
CN(c1ccc(C(=O)NCc2ccccc2)cc1)S(C)(=O)=O,-9%,1%,-5%,i,-11%
COC(=O)c1cc(Cl)c(NC(=O)Cc2ccccc2)cc1OC,11%,2%,0%,3.0%,13%
O=C(Nc1cccc2ccccc12)NC1CCCCC1,-1%,-2%,-6%,i,-5%
COc1ccc(Cc2nnc(SCC(=O)N3CCCC3)o2)cc1,1%,6%,4%,i,-3%
SMILES,PhoP GFP inhibition,M. tuberculosis HTS,H1N1 NS1A inhibition,inhibitors of VEEV,tuberculosis growth
CN1CCN(CCCNc2nc3ccccc3c3nc(-c4ccccc4)nn23)CC1,nt,nt,-3%,13%,nt
CCN(CC)c1ncnc2c1ncn2Cc1c(Cl)cccc1Cl,7%,0%,1%,i,25%
Cc1nn(-c2ccccc2)c2sc(C(=O)N3CCc4ccccc4C3)cc12,nt,nt,-7%,1.0%,nt
Cc1noc(C)c1COc1ccc(C(=O)N2CCN(S(=O)(=O)c3ccccc3)CC2)cc1,nt,-4%,-15%,7.4%,15%
CS(=O)(=O)N(CC(=O)N1CCN(Cc2ccccc2)CC1)c1cccc(Cl)c1,-7%,-4%,-24%,i,1%
COc1ccc(C(=O)OCC(=O)NC2CCCCCC2)c(OC)c1,nt,nt,-3%,5.8%,nt
Cc1cccc(NS(=O)(=O)c2ccc(Cl)cc2)n1,3%,2%,-3%,i,-20%
O=C(Nc1cccc(Cl)c1)c1cc(S(=O)(=O)NCCc2ccc(Cl)cc2)ccc1F,-5%,10%,-1%,1.4%,6%
CC12CCC(=O)C=C1CC(O)C1C2CCC2(C)C1CCC2(C)O (stereo unspecified),nt,nt,5%,1.6%,nt
Cc1nc(SCC(=O)N2CCOCC2)c2c3c(sc2n1)CCC3,nt,-7%,4%,1.1%,-2%
Cc1ccc(C2CC(c3cccc(C)c3)n3nc(N)nc3N2)cc1 (stereo unspecified),-9%,-17%,-1%,0.8%,28%
CC(C)(C)C(=O)Nc1cccc(S(=O)(=O)NC2=NCCC2)c1,3%,-9%,-5%,1.1%,-13%
c1ccc(C[n+]2cccc(-c3ccccc3)c2)cc1,-5%,1%,-4%,i,-19%
NS(=O)(=O)c1ccc(CCNC(=O)c2ccc3c(c2)OCO3)cc1,9%,3%,-2%,1.6%,0%
CC1CCc2sc(C(=O)NNC(=O)c3ccncc3)cc2C1 (stereo unspecified),9%,?,-8%,5.4%,nt
O=C(CCc1c[nH]c2ccccc12)NCC1CCCO1 (stereo unspecified),-8%,-1%,-3%,0.7%,-14%
CCOC(=O)c1c(-n2c(C)cc(C=C3C(=O)NC(=S)NC3=O)c2C)sc2c1CCCC2,-4%,7%,-3%,i,?
C=CCn1c(OCc2ccccc2)n[nH]c1=S,1%,-2%,-2%,2.4%,1%
O=C(O)CNS(=O)(=O)c1c(Cl)cccc1Cl,-1%,-3%,-7%,0.4%,21%
CC(=O)c1cc(F)c(N2CCN(C(=O)COc3ccc(F)cc3)CC2)cc1C,-12%,-18%,5%,i,nt
CCOC(=O)c1c(-c2ccccc2)csc1NC(=O)C(C)NCc1ccco1 (stereo unspecified),1%,6%,9%,7.3%,62%
COC(=O)c1ccc(S(=O)(=O)NCc2ccccc2)n1C,3%,-9%,-2%,i,0%
Cc1ccc(C)n1NC(=O)c1ccccc1,7%,14%,-3%,4.9%,4%
COc1ccc(C)cc1NC(=O)C(c1ccccc1)N1CCN(CC(=O)N2CCOCC2)CC1 (stereo unspecified),nt,nt,0%,13%,nt
Cn1c(=O)[nH]c(=O)c2c1nc(N1CCCCC1)n2CC(O)CN1CCCCC1 (stereo unspecified),-3%,-10%,7%,8.9%,0%
SMILES,PhoP GFP inhibition,M. tuberculosis HTS,H1N1 NS1A inhibition,inhibitors of VEEV,tuberculosis growth
O=C(Nc1nccs1)C(Cl)(Cl)Cl,-8%,-1%,-1%,1.0%,6%
O=c1c2ccccc2nc(/C=C/c2ccc3c(c2)OCO3)n1CCCO,nt,nt,-4%,8.4%,nt
CCOC(=O)C1CCN(C(=O)C2CCN(c3nnc(-n4cccc4)s3)CC2)CC1,7%,?,0%,4.7%,46%
CCN1C(=O)C2C(c3cccc(F)c3)NC(C)(C(=O)OC)C2C1=O (stereo unspecified),-8%,-10%,12%,5.9%,-6%
O=C1C2C3C=CC(C4CC34)C2C(=O)N1/N=C/c1ccc([N+](=O)[O-])o1 (stereo unspecified),-9%,?,1%,2.3%,?
CC(C)c1ccc(C2N3CCCN23)cc1 (stereo unspecified),-8%,-1%,-1%,i,0%
N=C1C(c2ccccc2)=C(O)CN1c1cccc(S(=O)(=O)N2CCCCC2)c1,17%,-5%,12%,0.2%,15%
Cn1c(/C=N/NC(=O)c2ccccc2Br)nc2ccccc21,-18%,60%,-5%,1.2%,57%
O=C(OCCN1CCOCC1)c1ccccc1,-2%,-1%,-36%,0.4%,9%
CCOc1ccc(NC(=S)NS(=O)(=O)c2cc(Br)ccc2OCC)cc1,0%,?,nt,2.0%,76%
COc1cc(NC(=O)CN2CCC(C)CC2)c(C)cc1[N+](=O)[O-],-6%,0%,-10%,1.2%,26%
COc1ccc(CNC(=O)CN2C(=O)C3CCCN3c3ncc(Cl)cc32)cc1 (stereo unspecified),2%,-4%,1%,i,17%
Cc1ccc2nc(-c3ccc(NS(=O)(=O)c4c(C)n(C)c(=O)n(C)c4=O)cc3)sc2c1,14%,-11%,3%,28%,37%
C=CCn1c(SCC(=O)Nc2ccc(F)cc2)nc2ccccc2c1=O,-2%,3%,-5%,4.0%,-4%
Cc1cc2ccccn2c1C(C[N+](=O)[O-])c1c(F)cccc1Cl (stereo unspecified),-1%,?,-2%,9.6%,?
Cc1cc(O)cc(C)c1NS(=O)(=O)c1ccc2ccccc2c1,-4%,0%,3%,2.0%,19%
COc1ccc(Cl)cc1CN1CCN(c2nc(C)cc(C)c2C#N)CC1,-3%,19%,4%,6.2%,28%
CC(C)c1nnc(NC(=O)CCC(=O)Nc2ccccc2)s1,7%,-2%,-26%,1.5%,-12%
O=Cc1ccc(OCc2ccccn2)cc1,2%,-9%,-2%,i,24%
CC(=O)c1cc(C#N)c(N2CC(C)OC(C)C2)nc1C (stereo unspecified),4%,-1%,-14%,1.2%,3%
Cc1ccc(NC(=O)C2CCN(C(=O)c3cccs3)CC2)cc1,-5%,1%,4%,1.5%,-13%
COc1ccc(CCNC(=S)NC(=O)c2cccc(Cl)c2)cc1OC,0%,4%,nt,6.4%,74%
CC(c1ccccc1)N1C(=O)/C(=C/c2ccncc2)SC1=S (stereo unspecified),8%,?,12%,1.9%,39%
CC(C)CCNC(=O)CN1C(=O)NC(c2ccccc2)(c2ccccc2)C1=O,-8%,8%,4%,1.0%,0%
CCCc1c(O)nc(SCc2ccccc2)[nH]c1=O,-4%,-1%,-1%,4.2%,36%
SMILES,PhoP GFP inhibition,M. tuberculosis HTS,H1N1 NS1A inhibition,inhibitors of VEEV,tuberculosis growth
COc1cc(CN2CCCC(CO)(Cc3ccccc3)C2)ccc1O (stereo unspecified),-6%,10%,-23%,i,1%
O=C(c1ccc(Br)s1)N1CCN(c2ccccn2)CC1,10%,15%,6%,1.2%,59%
Cc1cc(-c2nnc(SCC(=O)Nc3ccccn3)o2)no1,0%,1%,-6%,0.3%,-15%
Cc1cc(C2C(=O)NC(=O)C2=O)c(C)cc1Br (stereo unspecified),nt,nt,-2%,3.7%,nt
Cc1ccc(NC2(C(F)(F)F)N=C(c3ccccc3)NC2=O)nc1 (stereo unspecified),1%,8%,-2%,0.9%,-3%
Cc1ccc(C(=O)c2c3ccccc3[n+]([O-])n2CCC(N)=O)cc1,-42%,7%,7%,0.1%,6%
COc1ccc(CCNC(=O)c2cnccn2)cc1,nt,-6%,-2%,i,nt
O=C(O)CP(=O)(c1ccccc1)c1ccccc1,4%,0%,-21%,i,-2%
CCC(C)C(NC(=O)c1ccccc1NC(=O)c1ccccc1)C(=O)O (stereo unspecified),13%,-9%,0%,0.1%,1%
Cc1onc(-c2ccccc2)c1CNC(=O)Nc1ccc(C(F)(F)F)cc1,-1%,8%,nt,1.1%,11%
Cc1ccsc1C1C2=C(CCCC2=O)Nc2ncnn21 (stereo unspecified),4%,2%,-4%,i,-5%
Cc1ccc(NS(=O)(=O)c2ccc(C(=O)N3CCCCCCC3)cc2)cc1,-6%,-12%,15%,4.2%,8%
COc1ccccc1NC(=O)COC(=O)c1cc(C)nc2ccccc12,nt,3%,-14%,0.7%,40%

# Profiles from above:
# Cc1cccc(NS(=O)(=O)c2ccc(Cl)cc2)n1 as listed: PhoP GFP inhibition = 3%; M. tuberculosis HTS = 2%; H1N1 NS1A inhibition = -3%; inhibitors of VEEV = i; tuberculosis growth = -20%
# O=C(O)C1Cc2ccccc2CN1S(=O)(=O)c1ccc(Cl)cc1 (stereo unspecified) as listed: PhoP GFP inhibition = -4%; M. tuberculosis HTS = 0%; H1N1 NS1A inhibition = -4%; inhibitors of VEEV = i; tuberculosis growth = 16%
# CCN(CC(=O)NCc1ccc(Cl)cc1)C(=O)Cc1ccccc1[N+](=O)[O-] as listed: PhoP GFP inhibition = -9%; M. tuberculosis HTS = -1%; H1N1 NS1A inhibition = 2%; inhibitors of VEEV = 1.3%; tuberculosis growth = -11%

# Laid out differently: results already given.
Compound | PhoP GFP inhibition | M. tuberculosis HTS | H1N1 NS1A inhibition | inhibitors of VEEV | tuberculosis growth
Cc1cccc(NS(=O)(=O)c2ccc(Cl)cc2)n1 | 3% | 2% | -3% | i | -20%
COc1ccc(CCNC(=O)c2cnccn2)cc1 | nt | -6% | -2% | i | nt
O=C(O)CP(=O)(c1ccccc1)c1ccccc1 | 4% | 0% | -21% | i | -2%

# Compounds were not picked by outcome (roughly 1.6% active in at least one column).
